TNF necrop inh – inhibitors of TNF-alpha triggered necroptosis, primary screen, cell-based, Jurkat FADD-/-, single concentration; 220,000 tested, 0.068% active; Jurkat FADD-/- TNF necroptosis rescue, ATP luminescence, 24 h; 0 = TNF only, 100 = no-TNF cells; activation (protection from cell death), % at 10 µM; AID 463075, 2010;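 active = activation, meaning protection from cell death, of at least 50% relative to plate controls; inactive = activation below 50%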;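 also: necroptosis triggered by 40 ng/mL TNF-alpha added together with compound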
PPC-1+TRAIL kill – compounds killing PPC-1 cancer cells with TRAIL present, primary screen, TRAIL potentiator project, ATPLite luminescence, uHTS | PPC-1 cells + TRAIL, ATPLite viability luminescence | cell killing (% activity), % at 4 µM | 220,000 tested, 0.41% active | AID 1443, 2008;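 active = cell killing above 50% in the first pass at 4 µM, then a duplicate retest at 5 µM averaging 50% or more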;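 also: plate controls were cells with TRAIL plus DMSO for no effect and medium-only wells lacking cells for full effect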
TRPML3 ag – human TRPML3 channel agonists, primary screen, cell-based, HEK293 TRPML3-YFP, Fluo-8 calcium fluorescence, 3 µM; Mucolipin-3 (Homo sapiens), Q8TDD5; activation, % at 3 µM; 220,000 tested, 0.29% active; 100% = the carbachol control signal;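 active = activation above its plate's cutoff, the mean activation of the plate's test wells plus 3 SD, cut at about 12% in these data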;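 also: 0% = DMSO only wells and 100% = carbachol wells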
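Test system – HEK293 line with stable expression of human TRPML3-YFP channel · Control set – carbachol 87 µM final as high control (100%), DMSO as low control (0%) · Signal – Fluo-8 calcium dye fluorescence, ex 470-495, em 515-575 nm · Incubation – 1-h 37 °C dye load, 5-s basal, 120-s post-compound reads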
Wee1 stabilizer – Wee1 degradation inhibitors, primary screen, cell-based, HeLa, Wee1K328M-luciferase, luminescence; HeLa Luc-Wee1K328M stability; 100% = proteasome inhibitor MG132 effect; reporter increase, % at 5 µM; 220,000 tested, 1.2% active;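 active = activation above the mean of all tested compounds plus 3 SD, set per screening run, cut at about 8.8% in these data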;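 also: cells exposed to compound for 20 h before luminescence read; 0% = DMSO alone and 100% = MG132 at 30 µM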
Target sequence (P30291 whole entry K328M): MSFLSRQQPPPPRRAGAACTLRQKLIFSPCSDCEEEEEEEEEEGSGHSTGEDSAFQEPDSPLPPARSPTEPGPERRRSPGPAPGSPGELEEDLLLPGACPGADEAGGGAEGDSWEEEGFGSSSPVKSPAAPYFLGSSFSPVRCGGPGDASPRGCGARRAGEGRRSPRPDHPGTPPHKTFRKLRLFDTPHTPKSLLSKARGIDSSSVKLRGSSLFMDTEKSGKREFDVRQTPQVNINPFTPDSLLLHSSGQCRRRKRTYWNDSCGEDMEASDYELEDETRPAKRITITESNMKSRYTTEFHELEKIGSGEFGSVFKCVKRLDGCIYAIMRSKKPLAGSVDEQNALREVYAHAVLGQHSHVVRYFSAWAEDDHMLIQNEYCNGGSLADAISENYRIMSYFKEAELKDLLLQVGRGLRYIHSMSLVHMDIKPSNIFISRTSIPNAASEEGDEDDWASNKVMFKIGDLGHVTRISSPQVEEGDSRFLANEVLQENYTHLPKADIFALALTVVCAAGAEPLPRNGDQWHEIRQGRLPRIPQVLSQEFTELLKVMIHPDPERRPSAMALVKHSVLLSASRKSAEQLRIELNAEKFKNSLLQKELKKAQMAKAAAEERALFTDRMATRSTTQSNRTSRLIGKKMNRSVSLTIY
RBBP9 inh – human RBBP9 inhibitors, primary screen, biochemical, fluorescence polarization, FP-Rh probe, HTS; recombinant RBBP9; inhibition, % at 7.94 µM; 220,000 tested, 0.2% active;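 active = inhibition above the campaign mean of all tested compounds plus 3 SD, cut at about 14% in these data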;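 also: plate controls were DMSO wells with RBBP9 for no effect and wells lacking RBBP9 protein for full effect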
Target sequence (O75884 whole entry, looked up): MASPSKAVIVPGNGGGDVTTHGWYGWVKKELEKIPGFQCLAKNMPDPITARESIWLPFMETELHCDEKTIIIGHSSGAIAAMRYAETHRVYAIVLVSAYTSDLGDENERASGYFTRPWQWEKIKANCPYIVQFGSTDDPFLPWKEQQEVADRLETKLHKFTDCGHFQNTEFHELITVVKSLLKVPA
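Controls: DMSO-treated enzyme wells and wells lacking RBBP9 | Material: RBBP9 protein | Technique: Fluorescence polarization | Replication: Single well per compound, no replicates | Buffer or medium: Tris-NaCl-Pluronic buffer, pH 8.0 | Timing: 30 min compound preincubation, 45 min probe labeling, 25 °C | Read-out basis: Percent inhibition from mP, scaled between DMSO and no-protein wells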
zfTRPN1 agonist – zebrafish TRPN1 channel agonists, primary screen, cell-based, HEK293, calcium fluorescence | HEK293 zebrafish TRPN1-YFP, Fluo-8 calcium fluorescence; 100% = response to 87 µM carbachol | 220,000 tested, 0.18% active | activation, % at 3 µM | AID 1424, 2008 | transient receptor potential cation channel N1 (TRPN1/NompC), Danio rerio;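 active = activation above its plate's cutoff, the mean activation of test wells on that plate plus 3 SD, cut at about 19% in these data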;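 also: 0% = DMSO alone and 100% = 87 µM carbachol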
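System: zebrafish TRPN1-YFP in HEK293 cells / Dosing: 3 µM single point / Timing: dye loading 1 h at 37 °C, then 30 min room temperature / Signal: Fluo-8 calcium fluorescence, excitation 470-495 nm, emission 515-575 nm / Read-out basis: percent activation from peak over basal fluorescence ratio, control-normalized / Control set: high carbachol 87 µM, low DMSO alone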
Ba/F3 V617F tox – reduced viability of JAK2V617F-dependent Ba/F3 cells, primary screen, JAK2V617F inhibitor project, cell-based, Ba/F3 EpoR-JAK2V617F, luminescence. ATP luminescence. inhibition, % at 5.6 µM. 220,000 tested, 1.1% active. AID 1446, 2008;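 active = inhibition above the campaign mean plus 3 SD over all tested compounds, cut at about 24% in these data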;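 also: cytokine-independent growth of Ba/F3 cells driven by EpoR plus mutant JAK2; 0% = DMSO-treated cells and 100% = JAK inhibitor I control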
CHOP inh – inhibitors of CHOP promoter induction, primary screen, cell-based, unfolded protein response, luciferase reporter; CHO-K1 CHOP-promoter luciferase, tunicamycin-induced, 15-18 h; AID 2732, 2010; 220,000 tested, 3.8% active; inhibition, % at 10 µM;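 active = compounds that reduced the stress-induced luciferase reporter signal by more than about 70% of percent inhibition, limit read from the data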;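 also: 0% = tunicamycin plus vehicle and 100% = wells without tunicamycin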
BaF3 tox – parental Ba/F3 cell viability inhibition, counter-screen for JAK2V617F inhibitor project, murine pro-B, CellTiter-Glo luminescence | CellTiter-Glo ATP luminescence | inhibition, % at 5.6 µM | 220,000 tested, 1.1% active | AID 1486, 2009;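 active = inhibition above a per-campaign cutoff, the mean inhibition of all tested compounds plus 3 SD, cut at about 27% in these data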;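 also: 0% = DMSO wells and 100% = JAK Inhibitor I control wells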
Active calls of the source: *; / = not tested or not shown.

No.	molecule	zfTRPN1 agonist	PPC-1+TRAIL kill	BaF3 tox	Ba/F3 V617F tox	RBBP9 inh	CHOP inh	Wee1 stabilizer	TNF necrop inh	TRPML3 ag
1	CCC(C)NC(=O)Cn1cc2c(n1)CCC(C)C2 (stereo not given)	-0.4	-1.4	1.8	-4.9	-7.0	10.6	0.2	1.0	-0.2
2	CN(C)Cc1c(C#N)c2ccccc2n1C	0.1	3.6	7.6	0.6	0.6	34.3	0.7	-4.3	0.8
3	NS(=O)(=O)c1ccc(CCNC(=O)C2Cc3ccccc3CN2C(=O)c2ccco2)cc1 (stereo not given)	0.1	-11.6	5.8	-0.7	-6.6	4.5	-0.1	-0.2	0.2
4	COc1ccc(/C=C/C(=O)Oc2cccc(/C=N/NC(=O)c3cccc(F)c3)c2)cc1	1.5	9.6	4.0	2.1	-11.2	-55.7	13.9*	-4.6	0.2
5	COc1cccc(C(c2c(N)[nH]c(=S)[nH]c2=O)c2c(N)[nH]c(=S)[nH]c2=O)c1	-1.4	-0.3	1.4	-7.2	-7.0	-8.0	0.8	2.0	0.0
6	O=C(c1cnn(C(=O)c2cccc(S(=O)(=O)N3CCOCC3)c2)c1)c1cc(Cl)cc(Cl)c1O	0.2	17.4	5.9	1.2	-8.3	6.2	4.4	-2.5	0.3
7	Nc1cc(N)nc(SCC(=O)NCc2ccco2)n1	0.8	-3.0	2.9	-2.5	-10.2	44.2	-4.5	0.6	1.6
8	COc1cccc2sc(NNC(=O)C3=COCCO3)nc12	0.5	6.8	3.5	-1.8	5.5	19.2	-3.3	-1.0	0.3
9	Cn1ncc(Br)c1C(=O)Nc1c(F)c(F)cc(F)c1F	0.6	16.6	1.1	-1.7	-9.0	-27.6	0.9	-7.5	-0.7
10	CC1CCc2c(sc(N)c2C(=O)OC(C)C)C1 (stereo not given)	-1.7	11.3	3.2	0.0	-10.2	49.7	2.0	-1.0	0.3
11	CCc1ccc(N(C(=O)c2snc(C(N)=O)c2N)C(C(=O)NCC2CCCO2)c2cccs2)cc1 (stereo not given)	-0.2	0.0	4.7	-1.4	-4.6	-6.7	0.3	-7.0	0.3
12	Cn1c(=NC(=O)C2CC2)sc2cccc(F)c21	-1.9	11.8	1.9	-1.6	-7.8	35.6	0.3	-3.8	-0.5
13	CCOC(=O)C1CCN(S(=O)(=O)c2cccc(-c3cn4cc(Cl)ccc4n3)c2)CC1	-0.4	26.6	0.7	-2.0	-21.9	49.5	4.6	-6.3	-0.1
14	CC(C)(C)NC(=O)NC(=O)Cn1cc(C(F)(F)F)ccc1=O	2.2	17.9	5.4	2.8	-8.0	-13.4	-2.3	-1.5	-0.4
15	Cc1cc(C)c2nc(/N=C(\N)NC(=O)Nc3ccccc3)nc(C)c2c1	-0.1	28.2	65.6*	68.9*	-9.5	13.5	-1.9	6.2	1.0
16	O=C(CSc1cn(CCNC(=O)c2cccs2)c2ccccc12)NC1CCCCC1	0.8	-22.1	4.7	-2.3	-4.3	27.2	-0.8	-0.3	0.0
17	CC(C)C(=O)N1CCN(c2ccc(NC(=O)COc3ccccc3[N+](=O)[O-])cc2)CC1	4.9	5.3	3.8	1.6	-3.8	34.7	-1.7	-6.5	4.2
18	O=C(O)c1cnn(-c2ccccc2)c1-c1ccccc1	0.3	-0.6	1.1	-1.7	-5.7	10.1	-1.4	8.3	0.9
19	CCCc1nnc(NC(=O)CN2C(=O)C3C4C=CC(C4)C3C2=O)s1 (stereo not given)	0.7	-9.1	4.1	2.1	2.2	-7.5	-2.1	0.2	0.3
20	O=C(NCCN1CCOCC1)c1cc2sccc2n1Cc1ccc(F)cc1	-0.6	20.8	1.8	-1.5	-9.3	11.0	2.6	0.9	0.3
21	O=C(NNC(=O)c1ccc(Cl)cc1Cl)c1cnccn1	0.9	7.9	1.2	-3.4	-6.4	5.4	-2.0	0.4	-0.2
22	COC(=O)c1ccc(-n2c(C)cc(C(=O)CCl)c2C)cc1	0.6	5.5	1.6	0.8	-10.9	90.3*	-2.4	-4.7	0.1
23	c1ccc(-c2cnc(SCCN3CCOCC3)n2CC2CCCO2)cc1 (stereo not given)	0.7	26.2	-1.1	-3.9	5.2	1.5	0.2	-0.5	0.2
24	CCOc1ccc2c(c1)C(C)=CC(C)(C)N2C(=O)Nc1ccccc1	-0.8	2.8	3.4	-2.2	-2.8	35.4	0.1	-1.3	0.3
25	COc1ccc(C2=[N+]([O-])C(C)(C)N(O)C2(C)C)cc1	1.0	13.9	1.7	0.2	-3.6	-22.7	5.6	1.2	0.4
26	CC(C)(C)C(=O)Nc1ccccc1N1CCN(C(=O)c2ccc(Cl)cc2)CC1	-0.7	15.9	3.8	-2.5	1.2	-16.4	-1.2	0.0	-1.8
27	CC(C)c1ccc(OCC(=O)NNC(=O)c2cnccn2)cc1	0.9	-2.9	-0.7	-4.1	-5.1	5.3	4.2	4.5	0.1
28	Cc1ccnc(NC(=S)NC(=O)c2ccco2)c1	0.4	26.7	0.7	-3.8	-6.9	11.9	3.7	-3.5	0.2
29	S=C1Cc2ccccc2N1	0.3	22.5	-0.3	1.7	-2.5	107.1*	6.7	-26.3	-0.2
30	COC(=O)COc1ccc(C(=O)OC)cc1	0.2	25.1	4.7	-1.3	3.6	33.0	-3.2	-1.3	0.0
31	COc1ccc(CC(=O)Nc2cccc(C(=O)NN3C(=O)c4ccccc4C3=O)c2C)cc1	-0.7	22.8	1.4	-3.1	0.1	-7.7	-2.2	1.9	-0.2
32	Cc1cccc(C)c1N1CCN(c2ccc3nnc(C(F)(F)F)n3n2)CC1	-1.2	-15.3	2.7	-2.5	-10.5	106.3*	-0.1	-7.5	-0.1
33	O=C(Nc1ccccc1)c1nn(-c2ccccc2)c(=O)cc1C(F)(F)F	-0.4	10.2	-3.0	-7.1	-7.3	73.0*	-2.1	-3.3	1.2
34	C=CCNc1nc2c(c(=O)n(C)c(=O)n2C)n1CC	1.3	6.9	5.2	-3.8	-2.6	10.2	-3.2	0.0	0.4
35	COc1ccc(Nc2cc(=O)oc3ccccc23)cc1	0.6	-5.5	50.9*	55.1*	-4.7	58.5	2.8	-7.3	0.7
36	O=C(Nc1ccc(N2CCOCC2)cc1)C1CC(=O)N(c2ccccc2)C1 (stereo not given)	0.0	/	-0.3	-3.4	-0.2	-13.1	-1.2	0.3	-0.1
37	CC(C)c1cccc(C(C)C)c1NC(=O)CNCc1ccccc1F	-3.2	22.8	9.0	0.9	1.2	20.9	-2.1	1.5	-0.3
38	COc1cc(SC)ccc1C(=O)NCCOc1ccc(Cl)cc1	-0.3	2.3	7.3	-0.8	3.5	27.4	-2.1	3.3	-0.7
39	CCC(=O)OCCNc1cc(Sc2nc3ccccc3[nH]2)c2nonc2c1[N+](=O)[O-]	-0.3	-11.0	0.9	9.1	-5.4	109.3*	-0.3	-15.4	0.2
40	Cc1ccccc1C(=O)NC(=S)Nc1sc2c(c1C#N)CCCC2	0.2	5.9	0.8	0.4	-2.3	-20.2	-1.0	-0.1	0.4
41	CS(=O)(=O)n1nc(-c2ccccc2)nc1N	-0.5	6.5	2.7	-2.3	-9.4	-23.9	-1.8	1.2	0.0
42	O=C(Cn1cc(C(=O)c2ccco2)c2ccccc21)NC1CC1	0.0	20.2	3.5	1.0	0.8	7.1	2.3	0.3	1.1
43	CCOC(=O)C(=O)Nc1ccccc1C(=O)NC(C)C	0.9	19.1	4.2	-1.7	-10.9	20.9	-1.4	0.1	0.5
44	COc1ccc(NC(=O)CSc2n[nH]c(N)n2)c([N+](=O)[O-])c1	-2.0	3.9	-0.6	-0.8	-3.4	-5.3	2.3	-3.2	1.1
45	Cc1cc(C)n2nc(CCc3ccccc3)nc2n1	3.6	19.6	3.6	-2.5	5.2	36.5	1.4	2.7	0.7
46	CCOC(=O)c1nn(-c2c(C)n(C)n(-c3ccccc3)c2=O)cc1O	0.3	-2.5	-1.7	-2.5	-1.7	-2.4	-0.3	1.5	0.1
47	CC1(C)N=C2C(=[N+]1[O-])CCC/C2=N\O	-0.6	11.6	-0.9	-2.4	-0.3	29.2	-0.2	-0.1	-0.4
48	CCOc1ccccc1N1CCN(CC(O)COc2ccc3c(C)cc(=O)oc3c2)CC1 (stereo not given)	-0.7	-2.6	0.2	-0.9	-0.7	18.1	-2.7	3.5	-0.2
49	COc1ccc(NC(=O)c2nc(-n3nc(C)cc3C)ccc2Cl)cc1Cl	-0.4	4.7	1.0	-4.0	-0.1	-8.2	0.7	1.3	0.5
50	O=C(NCN1CCCCC1)c1cnccn1	0.1	10.3	3.4	2.5	-7.2	1.8	-0.7	-2.1	0.5
51	O=C(NCC(c1ccco1)N1CCCCC1)c1ccc(OCc2ccccc2)cc1 (stereo not given)	-2.3	17.7	0.4	-0.1	-0.4	27.8	1.6	0.4	-0.5
52	O=C(NC(=S)Nc1ccc(CN2CCOCC2)cc1)c1ccc(-c2cccc(Cl)c2)o1	-0.2	-2.2	-1.2	-2.3	0.9	-31.2	0.9	-4.5	0.4
53	COc1cc(C(N)=O)cc(Cl)c1OCc1ccccc1	-2.4	22.1	2.8	-1.7	-4.5	19.9	-0.4	-0.7	0.1
54	CC(C)COc1cccc(C(=O)NC(=S)Nc2cccc(NC(=O)c3ccccc3Cl)c2)c1	1.7	5.3	10.9	4.3	-7.2	25.9	-1.3	0.9	0.5
55	O=C(c1cccc(S(=O)(=O)N2CCc3ccccc32)c1)N1CCN(c2ccccn2)CC1	0.0	-11.2	1.0	1.8	3.9	19.6	-2.2	-2.0	0.1

Complete entries as entered above. Order of screens: zfTRPN1 agonist, PPC-1+TRAIL kill, BaF3 tox, Ba/F3 V617F tox, RBBP9 inh, CHOP inh, Wee1 stabilizer, TNF necrop inh, TRPML3 ag
Listed for COc1cc(SC)ccc1C(=O)NCCOc1ccc(Cl)cc1 = -0.3, 2.3, 7.3, -0.8, 3.5, 27.4, -2.1, 3.3, -0.7
Listed for O=C(Nc1ccc(N2CCOCC2)cc1)C1CC(=O)N(c2ccccc2)C1 (stereo not given) = 0.0, /, -0.3, -3.4, -0.2, -13.1, -1.2, 0.3, -0.1
